Source: PubChem BioAssay (The Scripps Research Institute Molecular Screening Center)
MITF inh: human MITF inhibition, primary screen. inhibition, % at 2.6 µM. actives 0.91% (n = 650,000). O75030. AlphaScreen MITF homodimerization, bead proximity signal; in the data active = inhibition above about 50%;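 also: 0% = vehicle wells with protein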
TEAD-YAP block: TEAD-YAP interaction inhibition; actives 1.4% (n = 640,000); inhibition, % at 9.12 µM; HEK-TIYL cells, TEAD-Gal4/YAP UAS-luciferase luminescence; AID 1259422; in the data active = inhibition above about 32%;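 also: 0% = median of test compound wells and 100% = reference inhibitor wells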
FBW7 act: activators of human E3 ligase FBW7; actives 0.13% (n = 650,000); Q969H0; normalized activity (activation), % at 26.1 µM; AlphaScreen FBW7–phospho-cyclin E peptide binding, activator screen; in the data active = normalized activity above about 1.9%;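 also: purified mutant Fbw7 with reduced substrate affinity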
Target sequence (Q969H0 whole entry, looked up): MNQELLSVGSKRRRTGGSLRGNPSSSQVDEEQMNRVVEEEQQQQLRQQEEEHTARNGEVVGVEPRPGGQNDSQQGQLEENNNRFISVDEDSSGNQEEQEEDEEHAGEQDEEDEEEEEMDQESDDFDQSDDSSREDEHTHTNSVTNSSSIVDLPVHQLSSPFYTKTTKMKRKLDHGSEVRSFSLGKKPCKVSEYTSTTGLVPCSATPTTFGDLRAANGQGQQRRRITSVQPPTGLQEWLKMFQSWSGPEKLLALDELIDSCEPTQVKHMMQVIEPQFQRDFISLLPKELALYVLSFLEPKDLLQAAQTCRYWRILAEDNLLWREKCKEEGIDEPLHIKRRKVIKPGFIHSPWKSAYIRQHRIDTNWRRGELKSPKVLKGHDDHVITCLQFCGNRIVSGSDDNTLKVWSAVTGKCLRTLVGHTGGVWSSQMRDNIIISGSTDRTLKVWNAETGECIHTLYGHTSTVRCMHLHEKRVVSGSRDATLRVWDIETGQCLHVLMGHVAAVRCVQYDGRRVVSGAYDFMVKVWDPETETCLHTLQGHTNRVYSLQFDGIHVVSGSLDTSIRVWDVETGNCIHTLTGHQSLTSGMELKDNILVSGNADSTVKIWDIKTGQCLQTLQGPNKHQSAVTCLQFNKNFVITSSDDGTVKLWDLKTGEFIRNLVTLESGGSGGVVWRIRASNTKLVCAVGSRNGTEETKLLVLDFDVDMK
GPR151 ag: activates the human receptor GPR151 | Q8TDV0 | PathHunter beta-arrestin GPR151 cells, luminescence | activation, % at 11.2 µM | actives 1% (n = 650,000) | AID 1508602; in the data active = activation above about 4.9%;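 also: 0% = median of compound wells and 100% = cells with positive control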
Active calls of the source: *. Rows were taken by chance; 3.4% or so of the library scored in one or more.

Short keys – A = MITF inh; B = TEAD-YAP block; C = FBW7 act; D = GPR151 ag
[1] N#Cc1c(N)n(Cc2ccc3c(c2)OCO3)c2nc3ccccc3nc12
  A: -5	B: 5	C: 0.4	D: 0.6

[2] Cc1cc(Cl)ccc1NC(=S)NN1CCN(C)CC1
  A: 9	B: -2	C: 0.7	D: -1.2

[3] Cc1ccc2c(c1)C(C)CC(C)(C)N2C(=O)CSc1ncccn1 (configuration not stated)
  A: 18	B: -21	C: 0.1	D: -0.8

[4] CCOc1ccc(NC(=O)c2cnc(N3CCN(CC)CC3)c3ccccc23)cc1
  A: 1	B: -15	C: -0.2	D: -1.4

[5] COc1cc(C#N)ccc1OCc1ccc(F)cc1
  A: 11	B: -35	C: 0.0	D: -2.3

[6] COC(=O)c1ccc(CC2(C)C(=O)Nc3c(-c4ccco4)cccc32)o1 (configuration not stated)
  A: 11	B: -6	C: -0.2	D: 2.3

[7] COc1ccc(/C(O)=C2/C(=O)C(=O)N(CCN(C)C)C2c2ccc(C(C)(C)C)cc2)cc1 (configuration not stated)
  A: 13	B: -4	C: 0.1	D: 0.4

[8] S=c1[nH]nc(-c2ccccc2)n1C1CCCC1
  A: 8	B: 4	C: -0.1	D: -1.8

[9] COc1ccc(C(=O)Nc2nc3c(s2)C(=O)CC(C(=O)NCc2nonc2C)C3)cc1 (configuration not stated)
  A: 6	B: -5	C: 0.1	D: 3.8

[10] Cc1ccc(Nc2nc(-c3sc(N)nc3C)cs2)cc1
  A: 3	B: -47	C: -0.1	D: 1.5

[11] Cc1ccc(N2CCN(c3ncnc4sc(C)c(C)c34)CC2)cc1
  A: 12	B: 7	C: 0.2	D: 0.7

[12] COc1ccc(/C=C2\SC(=O)N(c3ccc(O)cc3)C2=O)cc1OC
  A: 20	B: -8	C: -0.1	D: 0.2

[13] O=C(CSc1nnc(CNc2ccc(F)cc2)o1)N1CCc2ccccc2C1
  A: 4	B: 18	C: 0.8	D: 0.6

[14] Cc1ccc(-c2cc(C(F)(F)F)n3ncc(C(=O)Nc4cccc(Cl)c4)c3n2)cc1
  A: 7	B: -3	C: 0.0	D: 0.9

[15] O=C(Cc1ccccc1)Nc1ccnn1C1CCN(Cc2cc(Cl)ccc2O)CC1
  A: -3	B: -12	C: 0.1	D: -1.5

[16] O=C(Nc1ccc(Cl)cc1)Nc1ccc(S(=O)(=O)Nc2ccccc2)cc1
  A: 2	B: -3	C: 0.4	D: 2.9

[17] COc1ccc(Br)cc1C(=O)Nc1cccc2ncccc12
  A: 12	B: -10	C: 0.1	D: -0.2

[18] CCCN1C(=O)/C(=C/c2c(NCC3CCCO3)nc3c(C)cccn3c2=O)SC1=S (configuration not stated)
  A: 8	B: -12	C: -0.1	D: 1.5

[19] COc1ccc(CCNC(=O)Nc2ccc(OC)cc2)cc1
  A: -10	B: 5	C: 0.0	D: -1.3

[20] O=C(c1cnn2c(C(F)(F)F)cc(-c3ccco3)nc12)N1CCC2(CC1)OCCO2
  A: 6	B: 0	C: 0.0	D: 3.0

[21] C/C(N)=C(/C#N)C(=O)CSc1nnc(-c2ccccc2F)n1Cc1ccccc1
  A: 1	B: -4	C: 0.0	D: 1.0

[22] CC(C)(C)c1ccc(C(=O)Nc2ccccc2C(=O)N2CCOCC2)cc1
  A: 10	B: -5	C: -0.1	D: -1.0

[23] CCN(CC)C(=O)C1CCC(CNS(=O)(=O)c2cccc3cccnc23)CC1 (configuration not stated)
  A: -5	B: -1	C: -0.2	D: 0.2

[24] C=CCOC(=O)COc1ccc2c(oc(=O)c3cc(OC)ccc32)c1C
  A: 16	B: 12	C: -0.4	D: -1.5

[25] CCOC(=O)Nc1nnc(-c2ccc(C)c(C)c2)s1
  A: 0	B: -10	C: 0.1	D: 0.2

[26] CCc1ccc(NC(=O)Nc2nnc(N3CCCC3)s2)cc1
  A: 9	B: 12	C: 0.7	D: -0.7

[27] CCOC(=O)C1(CC2CC2)CCN(C(=O)c2cscn2)CC1
  A: 8	B: 8	C: 0.0	D: 0.9

[28] CC(=O)c1ccc(NC(=O)C(C)Oc2cccc(Cl)c2)cc1 (configuration not stated)
  A: -13	B: 2	C: -0.2	D: 1.5

[29] Cc1ccc(CCC(=O)Nc2ccc(Cl)cn2)o1
  A: 4	B: 41*	C: -0.1	D: -1.0

[30] O=S(=O)(Cc1ccccc1)N1CCN(C2CCCCCC2)CC1
  A: 38	B: 6	C: -0.1	D: 0.1

Record cards, as listed above.
COc1cc(C#N)ccc1OCc1ccc(F)cc1 is listed as MITF inh = 11; TEAD-YAP block = -35; FBW7 act = 0.0; GPR151 ag = -2.3
Cc1cc(Cl)ccc1NC(=S)NN1CCN(C)CC1 is listed as MITF inh = 9; TEAD-YAP block = -2; FBW7 act = 0.7; GPR151 ag = -1.2

(next part)
Short keys – A = MITF inh; B = TEAD-YAP block; C = FBW7 act; D = GPR151 ag
[31] Cc1cnc(CNCc2ccc(OCC(O)CN(C)Cc3ccccc3)cc2)cn1 (configuration not stated)
  A: 2	B: 9	C: 0.1	D: 2.7

[32] O=CN1Cc2[nH]c3ccccc3c2N(c2ccccc2)C1=O
  A: 13	B: 2	C: 0.1	D: -0.8

[33] CSc1ccccc1NC(=O)c1ccccc1NS(C)(=O)=O
  A: 10	B: 7	C: 0.3	D: 1.4

[34] Cc1cccc(NC(=O)Cc2ccc(Br)cc2)c1N1CCC2(CC1)OCCO2
  A: -16	B: 1	C: 0.0	D: 1.1

[35] O=C1CN(S(=O)(=O)c2cc(Cl)ccc2Cl)CCN1
  A: 9	B: -2	C: -0.1	D: 1.7

[36] COc1ccc(CN2C[C@@H]3C[C@@H](c4cc(F)cc(F)c4)N4CCC[C@@]34C2=O)cc1
  A: 15	B: -6	C: 0.4	D: 0.0

[37] C/C(=N\NC(=O)CSc1ncccn1)c1ccc(F)cc1
  A: 5	B: 0	C: 0.3	D: 0.3

[38] CCOc1ccc2c(c1)C(C)=CC(C)(C)N2S(=O)(=O)c1ccc(Br)cc1
  A: 5	B: 61*	C: -0.1	D: 1.0

[39] Cn1ccnc1N1CCN(C(=O)c2ccc(Cl)cc2Cl)CC1
  A: 44	B: 0	C: 0.2	D: 3.5

[40] Cc1cc(C(=O)Nc2ccc3nc(N4CCN(C)CC4)sc3c2)n(C)n1
  A: -7	B: -20	C: -0.2	D: 0.1

[41] CCOc1ccc(NC(=O)CSc2nc3ccccc3nc2Cc2ccc(F)cc2)cc1
  A: -4	B: -28	C: -0.1	D: -0.8

[42] CCCCC1CC1C(=O)Nc1cccc2ccccc12 (configuration not stated)
  A: 14	B: 2	C: 0.5	D: 0.3

[43] CN1CCC(NC(=O)c2ccccc2[N+](=O)[O-])CC1
  A: -12	B: -3	C: -0.1	D: 0.5

[44] Cc1cc(-c2ccccc2)n2ncnc2n1
  A: -1	B: 0	C: 0.0	D: 0.2

[45] CCNC(=O)CC1C(=O)N(c2ccccc2)C(=O)N1Cc1ccc(F)cc1 (configuration not stated)
  A: -11	B: -7	C: -0.2	D: -0.5

From no. 44 to 45, as listed above:
Short keys – A = MITF inh; B = TEAD-YAP block; C = FBW7 act; D = GPR151 ag
[44] Cc1cc(-c2ccccc2)n2ncnc2n1
  A: -1	B: 0	C: 0.0	D: 0.2

[45] CCNC(=O)CC1C(=O)N(c2ccccc2)C(=O)N1Cc1ccc(F)cc1 (configuration not stated)
  A: -11	B: -7	C: -0.2	D: -0.5

Later entries:
Short keys – A = MITF inh; B = TEAD-YAP block; C = FBW7 act; D = GPR151 ag
[46] O=C(CN1CCCCC1)NCCNc1ccc([N+](=O)[O-])cc1Cl
  A: -3	B: 4	C: 0.0	D: -0.9

[47] O=C(CN1CCOCC1)NCc1cc([N+](=O)[O-])ccc1O
  A: 11	B: -1	C: 0.8	D: 0.5

[48] COC(=O)C1=C(C(=O)c2ccccc2)C(c2ccccc2)n2nnnc2N1 (configuration not stated)
  A: 15	B: -6	C: -0.2	D: 0.3

[49] Cc1ccccc1-n1nc([N+](=O)[O-])c(=Nc2ccccc2Br)n1O
  A: 2	B: 1	C: -0.1	D: -0.6

[50] Cc1cc2nn(-c3cccc4ccccc34)nc2cc1N
  A: 11	B: -45	C: -0.1	D: 0.0

[51] Cc1cc(C)cc(NC2=NCC(=O)N2Cc2ccccc2)c1
  A: 5	B: -2	C: -0.1	D: 1.3

[52] OCCC1CN(Cc2ccc(O)cc2)CCN1Cc1ccccc1F (configuration not stated)
  A: 3	B: 4	C: 0.5	D: -0.6

[53] Cc1cnc(-c2ccc(C(=O)NC3CC3)cc2)nc1NCCO
  A: -2	B: -11	C: 0.2	D: -2.8

[54] O=C(Nc1cc(C(F)(F)F)ccc1OCc1ccccc1)c1ccccc1O
  A: -3	B: -2	C: -0.2	D: 1.9

[55] CCOC(=O)c1ccc(NC(=O)CC2COc3ccccc3O2)cc1 (configuration not stated)
  A: 6	B: 8	C: -0.1	D: 5.8*

[56] CCOC(=O)COc1ccc2c(=O)c(Oc3ccc(CC)cc3)coc2c1
  A: 12	B: 4	C: 0.0	D: -0.1

[57] Cc1ccc2occ(CN3CCN(c4ccccc4F)CC3)c(=O)c2c1
  A: 4	B: -1	C: 0.1	D: -0.1

[58] O=C(COC(=O)c1ccc2c(c1)S(=O)(=O)c1ccccc1C2=O)NC1CC1
  A: 8	B: 9	C: 0.0	D: -1.1

[59] CCN1C(=O)/C(=C2/Sc3ccccc3N2CC)S/C1=N\c1ncn[nH]1
  A: -11	B: 11	C: -0.7	D: -1.1

[60] Cc1ccn2cc(C34CC5CC(CC(C5)C3)C4)nc2c1
  A: 19	B: -9	C: 0.0	D: -1.6

[61] Cc1ccccc1-n1c(O)c(/C=C2\C=CC=N2)c(=O)[nH]c1=O
  A: 9	B: 57*	C: 0.2	D: -2.1

[62] Cc1ccccc1C(=O)NC(=S)Nc1cccc(-c2nc3ncccc3o2)c1C
  A: 8	B: 4	C: -0.1	D: 0.4

[63] CCCCn1c(SCC(=O)c2ccc(Cl)cc2)nc2sc3c(c2c1=O)CCC3
  A: 6	B: -6	C: -0.1	D: 0.6

[64] O=C(c1cc(-c2cccc(Cl)c2)on1)N1CCCC1
  A: 9	B: -53	C: -0.1	D: -0.9

[65] COc1ccc(CNc2ccc3ncc(-c4ccc(O)cc4)n3n2)cc1
  A: -22	B: 8	C: -0.1	D: 0.4

[66] Cc1nc2c(C(=O)NCc3ccccc3)cnn2c(C)c1Cc1cccc(Cl)c1
  A: 4	B: -8	C: 0.0	D: -1.2

[67] COc1cc(OC)c(OC)cc1/C=C1/Cc2ccccc2C1=O
  A: -2	B: -9	C: 0.3	D: 2.5

[68] Cc1cccc(-c2noc(/C=C/c3ccccc3)n2)c1
  A: -6	B: -39	C: 0.6	D: 0.5

[69] Cc1ccc2[nH]c(=O)c(CN(CCCO)C(=O)c3ccc(Cl)cc3)cc2c1
  A: 8	B: -2	C: 0.1	D: 0.5

[70] Cc1ccc(Sc2cc(C(=O)NC3CCCC3)c3ccccc3n2)cc1
  A: -2	B: 1	C: 0.7	D: -2.0

[71] O=C(C1=C(O)C(=O)N(Cc2cccnc2)C1c1cccc(Oc2ccccc2)c1)c1cccs1 (configuration not stated)
  A: 8	B: 5	C: 0.0	D: -0.2

[72] CC1CCN(S(=O)(=O)c2ccc3[nH]cc(C(=O)NCCc4ccccc4)c(=O)c3c2)CC1
  A: -1	B: 2	C: -0.1	D: -1.1

[73] O=C(Nc1ccc(Br)cc1)c1cccc(S(=O)(=O)Nc2ccc(Cl)cc2)c1
  A: 20	B: 9	C: 0.1	D: 0.6

[74] CCOC(=O)COc1ccc(/C=C(\C#N)C(=O)NCC2CCCO2)cc1OCC (configuration not stated)
  A: 3	B: 13	C: -0.1	D: 1.5

[75] CCc1cccc(NC(=O)c2cc3c(CO)cnc(C)c3oc2=O)c1
  A: 8	B: -16	C: 0.3	D: -0.2

Entries by screen from above:
GPR151 ag for nos. 63 to 74 → 0.6, -0.9, 0.4, -1.2, 2.5, 0.5, 0.5, -2.0, -0.2, -1.1, 0.6, 1.5
MITF inh for nos. 63 to 74 → 6, 9, -22, 4, -2, -6, 8, -2, 8, -1, 20, 3
TEAD-YAP block for nos. 63 to 74 → -6, -53, 8, -8, -9, -39, -2, 1, 5, 2, 9, 13

(further entries)
Short keys – A = MITF inh; B = TEAD-YAP block; C = FBW7 act; D = GPR151 ag
[76] O=C1CCCN1CCn1cnc2c(NCCN3CCOCC3)nc(NCCN3CCOCC3)nc21
  A: 12	B: 4	C: 0.2	D: -0.3

[77] COc1ccc(/C=N/n2cnnc2SCCO)cc1OC
  A: 2	B: -20	C: -0.3	D: -0.6

[78] CCc1n[nH]c(=S)n1/N=C/c1cc(Cl)cc([N+](=O)[O-])c1O
  A: 22	B: 8	C: 0.1	D: -2.4

[79] COc1ccc2nc3c(cc2c1)c(N)nn3C(=O)c1ccc(F)cc1
  A: 7	B: 36*	C: 0.1	D: 1.2

[80] CCOc1cccc(NC(=O)c2sc3nc(-c4ccncc4)ccc3c2N)c1
  A: 8	B: 3	C: 0.2	D: -0.6

[81] Cc1ccc(NC(=O)Nc2nc(-c3ccccc3O)cs2)cc1
  A: 9	B: -8	C: 0.1	D: 0.7
